# Screening results from PubChem BioAssay.
# ABHD5 PLIN5 PPI: inhibitors of human ABHD5-perilipin-5 interaction | AID 602281 | 0.78% of 360,000 active | Split G. princeps luciferase complementation, luminescence, 4 h | Q00G26+Q8WTS1 | inhibition, % at 4 µM;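 active = inhibition above the mean inhibition across every tested compound plus 3 SD, cut at about 22% in these data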;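 note: 0% = DMSO only wells and the 100% control is not disclosed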
# MC4R antagonist: blocks human MC4R cAMP signaling; 0.48% of 360,000 active; AID 540295; P32245; inhibition, % at 6.5 µM; MC4R-expressing cells, MTII-stimulated cAMP, LANCE TR-FRET;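 active = inhibition above its plate's cutoff, the mean of tested wells on that plate plus 3 SD, cut at about 29% in these data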;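 note: 0% = Melanotan II alone and 100% = Melanotan II plus saturating MCL0020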
#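 Assay system: U2OS cells stably expressing human melanocortin 4 receptor (MC4R) / Dosing: 6.5 µM / Timing: compound 30 min, challenge 1 h, detection 1 h / Measured by: Eu-cAMP/anti-cAMP TR-FRET, emission 671 nm / Replicates: singlicate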
# Glyco luc inh: N-linked glycosylation inhibition; D54 ERlucT glycosylation luciferase reporter, 24 h; percent of 100 nM tunicamycin response; 0.23% of 360,000 active; reporter increase, % at 12.5 µM;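 active = mean luciferase reporter signal, scaled so untreated is 0 and the glycosylation-blocking control 100, at or above a set limit in every replicate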;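 note: luciferase carries N-glycosylation sites so blocking glycosylation raises the light; 0% = median of neutral control wells and 100% = median of 100 nM tunicamycin wells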
# NOD2-RIPK2 inh: inhibitors of human NOD2-RIPK2 interaction; O43353; CHO BLA complementation NOD2-RIPK2, CCF4 ratio; inhibition, % at 4.98 µM; 0.38% of 360,000 active; in the data active = inhibition above about 21%;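 note: 0% = vehicle only and 100% = reference blocker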
# Target sequence (O43353 whole entry, looked up): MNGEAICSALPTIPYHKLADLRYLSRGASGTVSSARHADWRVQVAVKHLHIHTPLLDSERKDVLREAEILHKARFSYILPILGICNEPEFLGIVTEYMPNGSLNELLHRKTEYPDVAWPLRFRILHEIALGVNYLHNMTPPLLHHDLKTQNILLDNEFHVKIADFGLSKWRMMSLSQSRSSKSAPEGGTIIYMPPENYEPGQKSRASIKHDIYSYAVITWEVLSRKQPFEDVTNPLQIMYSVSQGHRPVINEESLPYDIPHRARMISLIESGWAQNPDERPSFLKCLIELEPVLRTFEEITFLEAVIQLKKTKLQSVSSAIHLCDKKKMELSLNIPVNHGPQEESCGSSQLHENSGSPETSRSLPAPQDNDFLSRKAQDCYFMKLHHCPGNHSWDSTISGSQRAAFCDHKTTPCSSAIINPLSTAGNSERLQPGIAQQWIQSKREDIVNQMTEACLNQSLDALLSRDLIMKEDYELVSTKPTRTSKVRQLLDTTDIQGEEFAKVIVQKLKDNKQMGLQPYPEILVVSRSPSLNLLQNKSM
# Cardio protect: protects H9c2 cardiomyocytes from peroxide injury. H2O2 injury protection, ATPLite, 2 h. protection from H2O2 cell death, % at 20 µM. 0.63% of 360,000 active;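 active = compounds giving at least 50% protection of heart cells from peroxide-induced death in the single-dose screen, raw or plate-pattern-corrected value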;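 note: 0% = DMSO wells with peroxide and 100% = DMSO wells without peroxide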
# MC4R ag barr: agonists of human melanocortin 4 receptor (MC4R) beta-arrestin | activation, % at 8.9 µM | P32245 | U2OS MC4R beta-arrestin complementation, luminescence; percent of melanotan II response, DMSO zero | 0.98% of 360,000 active;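 active = activation above a per-plate cutoff, the mean activation of sample wells on that plate plus 3 SD, cut at about 8% in these data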
# TLR9-MyD88 inh: TLR9-MyD88 interaction inhibition; CHO BLA complementation TLR9-MyD88, CCF4 FRET ratio; inhibition, % at 4.98 µM; 0.21% of 340,000 active;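 active = inhibition above the mean over all tested compounds plus 3 SD, cut at about 21% in these data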;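 note: 0% = DMSO only wells and 100% = clavulanate BLA inhibitor control wells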
# ABCB6 inh MLPCN: human ABCB6 transporter inhibition; K562-ABCB6 porphyrin accumulation, flow cytometry, 1 h; hits give low values; fluorescence ratio to DMSO, % at 10 µM; 0.19% of 360,000 active; AID 602162;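 active = fluorescence ratio to DMSO below 75%, the collection mean minus 3 SD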;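 note: signal is porphyrin accumulated inside mitochondria; 100% equals median channel fluorescence of DMSO control wells; lower ratio means ABCB6 inhibition with less porphyrin fluorescence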
# HTR2A ag: agonists of mouse serotonin 5-HT2A receptor (HTR2A); P35363; CHO-K1 mHTR2A beta-arrestin complementation, luminescence; percent of 30 µM serotonin response; activation, % at 7.6 µM; 0.66% of 360,000 active;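 active = activation above a run cutoff, the mean activation of all tested compounds plus 3 SD, cut at about 14% in these data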;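 note: 0% = plate median of compound wells and 100% = 30 µM serotonin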
# Target sequence (P35363 whole entry, looked up): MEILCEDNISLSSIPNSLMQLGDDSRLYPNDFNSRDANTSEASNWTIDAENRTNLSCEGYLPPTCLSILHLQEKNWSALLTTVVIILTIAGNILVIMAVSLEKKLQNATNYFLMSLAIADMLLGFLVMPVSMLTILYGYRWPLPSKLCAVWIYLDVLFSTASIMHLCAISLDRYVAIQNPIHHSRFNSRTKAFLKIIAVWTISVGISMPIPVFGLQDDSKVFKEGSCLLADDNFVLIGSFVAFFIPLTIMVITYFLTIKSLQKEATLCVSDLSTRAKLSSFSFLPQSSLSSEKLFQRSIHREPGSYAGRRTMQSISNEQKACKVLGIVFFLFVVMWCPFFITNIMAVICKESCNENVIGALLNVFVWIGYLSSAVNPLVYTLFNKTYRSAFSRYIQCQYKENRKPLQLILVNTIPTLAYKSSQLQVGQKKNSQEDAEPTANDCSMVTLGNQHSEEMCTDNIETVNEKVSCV
# SRC2 inh: inhibits human steroid receptor coactivator 2 | Q15596 | HEK293 GAL4-SRC2 luciferase reporter, luminescence | inhibition, % at 9 µM | 0.17% of 370,000 active | AID 651957;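 active = inhibition above the mean inhibition of all tested compounds plus 3 SD, set per campaign, cut at about 52% in these data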;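 note: 0% = DMSO treated cells and 100% = cells given Gossypol at 36 µM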
# The depositor's hits bear a star; . = no result given. These rows are one share of the data (hit frequency here may not be typical).
SMILES,ABHD5 PLIN5 PPI,MC4R antagonist,Glyco luc inh,NOD2-RIPK2 inh,Cardio protect,MC4R ag barr,TLR9-MyD88 inh,ABCB6 inh MLPCN,HTR2A ag,SRC2 inh
CS(=O)(=O)N1CCC(C(=O)Nc2cccc(Cl)c2Cl)CC1,-6.3,-1.6,-1.1,4.4,4.4,0.3,-3.8,94.0,-0.4,-4.5
CCCc1cc(=O)[nH]c(SCC(=O)Nc2ccc(Br)cc2Br)n1,-0.1,6.5,1.3,-14.9,-7.2,-1.7,-3.8,94.0,-3.6,-14.8
COc1cccc(/C=C2/C(=O)NN(c3ccccc3)C2=O)c1,2.9,5.9,0.9,5.3,5.6,-2.3,-4.3,106.0,-1.3,-4.8
CCOC(=O)C1CCCN(CCC(=O)Nc2ccc(Br)c(C)c2)C1 (stereo not given),-3.3,-0.7,2.6,5.0,-1.8,1.3,-9.3,94.0,-5.5,15.7
COc1ccc(C(C)=O)cc1Cn1c(C)c(C(=O)NC2CC2)sc1=O,2.9,0.9,-1.5,-5.2,1.2,-1.1,.,102.0,4.7,-1.0
CN(Cc1ccccc1)S(=O)(=O)c1ccc(OCC(=O)NCc2ccncc2)cc1,-0.8,-2.1,-2.0,3.9,-4.5,0.6,4.3,99.0,-8.7,6.5
C[C@@H]1CN([C@@H](C)CO)C(=O)c2cc(Br)cnc2O[C@H]1CN(C)S(=O)(=O)c1ccccc1,-2.3,9.0,-1.1,-4.5,-3.5,-1.5,-4.8,98.0,-3.8,-24.5
COc1ccccc1-c1nnc(SCC(=O)NC2CCS(=O)(=O)C2)n1CCc1ccccc1 (stereo not given),1.9,20.4,-0.8,-8.3,-4.9,1.0,-10.3,100.0,-3.9,12.9
CC(C(=O)NCCCc1ccccc1)n1cccc1C(=O)c1ccccc1 (stereo not given),-4.2,1.0,-1.9,1.1,-5.8,-2.7,-1.0,105.0,-6.1,12.0
Cc1ccc(C2C3CSCC=C3C(C#N)=C(N)C2(C#N)C#N)cc1 (stereo not given),7.3,11.7,2.6,-0.9,1.1,-0.7,6.4,117.0,3.8,-1.8
CSCCC(NC(=O)c1cc(C(C)(C)C)oc1C)C(=O)O (stereo not given),1.6,-5.8,0.0,-2.9,-0.6,-0.8,-10.2,98.0,-2.5,-7.2
COc1ccc(-c2cc3nnc(-c4ccccc4)nc3s2)cc1,6.1,2.6,-10.1,1.9,3.2,-0.3,6.2,101.0,0.7,-53.1
CCOc1ccc(N2CC(C(=O)Nc3cccc(C(=O)NC4CC4)c3)CC2=O)cc1 (stereo not given),-1.3,10.3,3.8,1.0,-2.8,-0.4,8.3,98.0,5.9,1.8
CCOC(=O)C1C(c2cccs2)NC(=O)N(C)C1(O)C(F)(F)F (stereo not given),2.0,1.0,5.4,4.5,0.1,-2.0,-0.4,91.0,4.2,-5.6
Cc1ccnn1-c1ccc(C(=O)NCc2ccccc2CN2CCOCC2)cc1,-6.0,3.5,-2.4,3.8,0.3,-1.3,-12.6,96.0,-1.1,7.6
Cc1nn(-c2ccc(C(=O)Nc3nnc(C4CC4)s3)cc2)c(C)c1Cl,0.4,-1.7,4.0,-5.5,-12.7,1.4,-4.2,100.0,1.0,6.2
CCCOc1cccc(C(=O)NCCNC(=O)c2cnccn2)c1,-8.5,4.9,0.7,-0.7,-4.1,2.0,2.3,104.0,-10.0,10.2
Cc1[nH]c(-c2ccc(F)cc2)cc1C(=O)N1CCN(c2ccc(Cl)cc2)CC1,8.5,18.5,1.7,-2.3,-7.0,6.9,0.8,90.0,5.9,10.9
Cc1ccc(CCN2CC(C(=O)N3CCN(c4ccc(F)cc4)CC3)CC2=O)cc1 (stereo not given),-7.5,8.4,-0.1,-2.3,-4.1,-0.4,-8.3,92.0,-4.1,5.2
CCOC(=O)N1CCN(C(=S)Nc2ccc(C)c(C)c2)CC1,0.6,6.4,0.0,4.7,2.0,-1.5,5.1,84.0,1.0,-3.7
COc1ccc(NC(=O)c2cc(Cl)ccc2NC(=O)c2ccco2)c(OC)c1,1.7,1.3,-0.7,0.9,8.5,2.5,-12.9,96.0,1.2,-18.3
Cc1cc2oc(=O)cc(CN3CCCc4ccccc43)c2cc1C,1.7,-10.0,-0.6,-0.7,9.3,0.4,11.3,215.0,2.8,-19.0
CNc1nc(Nc2ccc(Br)cc2)nc(N)c1[N+](=O)[O-],-0.2,-0.4,1.4,-15.1,-9.0,-0.4,7.2,99.0,-2.2,-54.0
CC(=O)C[C@H](O)CC(=O)[C@@H]1OC(=O)CCCCC/C=C/Cc2ccccc21,0.3,5.2,1.3,-5.4,2.0,1.2,2.9,101.0,2.0,9.8
COC(=O)C1=C(C)NC(=O)NC1c1ccccc1Cl (stereo not given),1.3,-4.5,0.4,-7.9,7.5,-0.1,2.9,97.0,2.3,5.6
Brc1ccc(-c2csc3[n+]2CCCCC3)cc1,-1.9,-2.6,9.1,-5.7,-9.2,-2.3,-0.3,100.0,2.0,18.8
COc1ccc(C(=O)CSc2nnc(C3CCCCC3)n2N)c(OC)c1,0.6,5.0,-6.4,-6.1,-18.4,-0.6,-9.4,97.0,-7.2,25.0
COc1ccc(S(=O)(=O)N2CCCC(C(=O)O)C2)cc1 (stereo not given),-1.9,4.4,0.4,-0.4,-9.3,-2.0,0.6,98.0,2.9,-1.1
CCC(=O)N(CCc1ccc(S(N)(=O)=O)cc1)C1CC(=O)N(c2ccc(OC)cc2)C1=O (stereo not given),-2.9,19.3,0.9,-12.7,1.9,0.9,-10.5,102.0,-2.0,-24.9
COC(=O)C1CCCN1C(=O)COc1ccc(Br)cc1Cl (stereo not given),1.8,-0.7,-0.9,-1.1,-4.0,0.2,3.4,96.0,4.8,-18.0
CCC[C@@H](CNC)NC[C@H](Cc1ccccc1)NCCCCc1ccccc1,4.5,4.4,-6.2,2.9,-11.2,0.4,1.2,97.0,-2.3,-10.0
O=C(Nc1ccc(Cc2ccncc2)cc1)c1ccc(Br)o1,6.5,4.5,0.0,-6.2,-6.7,0.2,-4.4,101.0,0.4,-25.8
CC(=O)N1CCN(S(=O)(=O)c2ccc(S(=O)(=O)N3CCCC(C)C3)cc2)CC1 (stereo not given),-8.7,22.5,2.3,-0.7,-5.6,-0.1,-1.1,96.0,8.1,6.6
COc1ccc(C(=O)CC(=O)C(=O)Nc2ccccc2OC)cc1,-3.9,16.6,2.3,1.6,6.8,1.6,-10.9,103.0,-6.1,-4.8
CCCC(NC(=O)CCc1c(C)c2cc3c(C)c(C)oc3cc2oc1=O)C(=O)NC(Cc1ccc(Cl)cc1)C(=O)O (stereo not given),1.0,-0.2,9.7,-2.7,6.5,-0.9,.,102.0,-4.3,-3.2
CC(C)(C)C1CCC(C(=O)OCC(=O)N2CCN(C(=O)c3ccco3)CC2)CC1 (stereo not given),1.2,18.8,-1.3,-2.8,-5.7,-3.8,2.6,108.0,-0.9,19.5
Cn1c(=O)c2c(nc(NCCO)n2CCCc2ccccc2)n(C)c1=O,3.9,0.5,-0.6,-9.3,-5.5,-0.8,-1.2,88.0,-1.5,22.7
CCNC(=O)COc1ccc(Br)cc1Cl,4.8,-2.2,2.1,0.7,-0.5,4.1,-13.4,100.0,2.5,-48.3
Cc1cccc(OCC(=O)NNc2c3ccccc3nc3ccccc23)c1,-2.8,0.2,-1.0,-13.7,4.5,2.6,2.7,96.0,-0.4,-19.0
CCCc1oc(C(=O)O)cc1CN1CCCC1,3.2,6.1,0.4,-1.9,-0.6,-1.6,3.6,83.0,-2.9,28.7
Cc1ccc(NC(=O)CCc2nnc3ccc(N4CCC5(CC4)OCCO5)nn23)nc1,4.1,4.1,1.8,-11.1,-2.0,1.8,11.5,104.0,1.7,-10.5
O=C(c1cc(=O)[nH]c2ccccc12)N1CC=C(c2ccccc2)CC1,1.7,-8.2,2.4,0.8,-9.2,-0.7,-5.2,99.0,-5.0,-0.8
COc1cccc(CN2CCN(S(=O)(=O)c3ccc(Br)cc3)CC2)c1,-7.2,10.9,-3.7,-5.1,-12.9,1.9,-2.5,95.0,-1.7,12.3
CCOc1ccc(C(CCc2ccccc2)NC(=O)c2ccccc2OC)cc1OCC (stereo not given),-2.0,3.3,-4.6,-8.6,-11.2,1.5,6.5,101.0,-4.7,.
O=C(COc1ccc(Br)cc1)N1CCN(c2ccccc2)CC1,3.1,-4.9,-1.4,13.9,11.1,1.0,16.9,99.0,-2.4,7.8
CCn1c(COC(=O)CNC(=O)c2cc(OC)c(OC)c(OC)c2)nc2cc(S(=O)(=O)N(C)C)ccc21,0.0,9.8,1.2,-9.7,0.5,-2.6,-0.1,101.0,-7.1,-2.0
N#CCCn1cc(/C=C2\NC(=S)N(c3ccccc3)C2=O)c(-c2ccc(-c3ccccc3)cc2)n1,-6.0,12.4,-1.4,-14.2,-0.2,-3.9,4.5,94.0,-2.3,-0.6
COCc1cc(C)c(C#N)c(=S)[nH]1,-15.8,1.9,1.0,-6.6,-4.9,0.3,1.8,110.0,0.3,.

# Some of these compounds in order of their number in HTR2A ag, largest number first.
mol	HTR2A ag
CCNC(=O)COc1ccc(Br)cc1Cl	2.5
N#CCCn1cc(/C=C2\NC(=S)N(c3ccccc3)C2=O)c(-c2ccc(-c3ccccc3)cc2)n1	-2.3
O=C(c1cc(=O)[nH]c2ccccc12)N1CC=C(c2ccccc2)CC1	-5.0

# Three compounds out of the list, ordered by heavy-atom count, lowest first:
SMILES,ABHD5 PLIN5 PPI,MC4R antagonist,Glyco luc inh,NOD2-RIPK2 inh,Cardio protect,MC4R ag barr,TLR9-MyD88 inh,ABCB6 inh MLPCN,HTR2A ag,SRC2 inh
O=C(c1cc(=O)[nH]c2ccccc12)N1CC=C(c2ccccc2)CC1,1.7,-8.2,2.4,0.8,-9.2,-0.7,-5.2,99.0,-5.0,-0.8
Cc1cccc(OCC(=O)NNc2c3ccccc3nc3ccccc23)c1,-2.8,0.2,-1.0,-13.7,4.5,2.6,2.7,96.0,-0.4,-19.0
Cc1ccc(NC(=O)CCc2nnc3ccc(N4CCC5(CC4)OCCO5)nn23)nc1,4.1,4.1,1.8,-11.1,-2.0,1.8,11.5,104.0,1.7,-10.5

# (listing goes on)
SMILES,ABHD5 PLIN5 PPI,MC4R antagonist,Glyco luc inh,NOD2-RIPK2 inh,Cardio protect,MC4R ag barr,TLR9-MyD88 inh,ABCB6 inh MLPCN,HTR2A ag,SRC2 inh
C=CCN(C(=O)CCC(=O)Nc1cc(C)on1)C(C(=O)NC(C)(C)C)c1ccc(OC)cc1 (stereo not given),2.0,0.4,0.4,-21.6,10.2,-1.1,-5.4,94.0,3.5,-10.2
Cc1ccc(S(=O)(=O)NC(CC(=O)O)c2ccccc2)c(C)c1 (stereo not given),2.7,1.4,0.2,6.1,7.9,-2.0,-1.2,99.0,-2.9,2.6
O=C(N/N=C/c1cccc(C(F)(F)F)c1)C1CCN(c2ncc(C(F)(F)F)cc2Cl)CC1,-3.5,2.7,19.3,4.0,-9.5,-2.1,2.8,97.0,0.7,8.1
CC1(C(=O)Nc2ccc(Cl)c(Cl)c2)CCN1Cc1cc2ccccc2o1 (stereo not given),-2.9,3.6,0.2,-7.1,-1.0,-0.1,.,98.0,-1.8,-3.9
